Bioassay records from PubChem BioAssay.
FLuc inh: Firefly luciferase inhibition profiling of diverse chemical library using quantitative high-throughput screening | Luciferin 4-monooxygenase (Photinus pyralis), P08659 | purified P. pyralis luciferase, luminescence, biochemical | Potency, µM (top dose mostly 115 µM), for the others: at the highest dose activity change, negative = inhibition, hits mostly inhibitors | 2.5% of 76,000 active | AID 1347043, 2019; also: potency is read from the fitted curve at half-maximal effect; nearly all actives have a fitted effect of over 65% in size
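Luminescence read by CCD imaging after purified firefly luciferase (10nM final) was added to substrate buffer holding 10uM D-luciferin and 10uM ATP, pH 7.5, pre-dosed with compound.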
HEK293 tox: Cytotoxic Profiling in HEK 293 Cell Line of Diverse Libraries Using Quantitative High-Throughput Screening; HEK 293 viability, ATP luminescence (CellTiter-Glo), 48-72 h; Potency, µM (titrated, usually from 115 µM), inactives show at the top dose activity change, negative = cytotoxicity, most hits filed as inhibitors; 6.6% of 94,000 active; AID 1345083, 2018; also: potency is read from the fitted curve at half-maximal effect; nearly all actives have a fitted effect of over 60% in size
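HEK 293 cells seeded at 250 cells/well were exposed to compound for 48 or 72 hr at 37 degree Celsius. Viability taken as ATP content by CellTiter-Glo luminescence.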
3T3 cytotox: Cytotoxic Profiling in NIH 3T3 Cell Line of Diverse Libraries Using Quantitative High-Throughput Screening; NIH 3T3 viability, CellTiter-Glo ATP luminescence, 48-72 h; Potency, µM (series often up to 96.7 µM), for inactives: top-dose activity change, negative = cytotoxicity, actives largely listed as inhibitors; 4.3% of 94,000 active; AID 1345082, 2018; also: potency is read from the fitted curve at half-maximal effect; nearly all actives have a fitted effect of over 55% in size
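Mouse fibroblast NIH 3T3 cells, 400 per well, received compound via pintool and were incubated for 48 or 72 hr prior to CellTiter-Glo ATP luminescence measurement.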
SNCA expr inhib: Primary qHTS assay for inhibitors of alpha-synuclein gene (SNCA) expression; HEK-293 SNCA-luciferase knock-in, luminescence, 24 h; Potency, µM (series often up to 57.2 µM), without a hit: top-dose activity change, negative = inhibition, most hits filed as inhibitors; 0.17% of 140,000 active;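 also: potency is read from the fitted curve at half-maximal effect; plate controls were DMSO cells for no effect and cell-free wells for full effect; nearly all actives have a fitted effect of over 45% in size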
SNCA viab count: GF-AFC viability counterscreen for inhibitors of alpha-synuclein gene (SNCA) expression; HEK-293-SNCA-luc viability, GF-AFC fluorescence, 24 h; Potency, µM (doses to about 57.1 µM), inactives show at the highest dose activity change, negative = cytotoxicity, most hits filed as cytotoxic; 0.12% of 150,000 active;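 also: potency is read from the fitted curve at half-maximal effect; 0% = DMSO-treated cells and -100% = medium-only wells without cells; nearly all actives have a fitted effect of over 30% in size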
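Cytotoxicity counterscreen: after 24 h compound treatment of genome-edited SNCA-luciferase HEK-293 cells, live-cell protease substrate GF-AFC read by fluorescence after 30 min; activity scaled between DMSO (0%) and medium-only (-100%), curves Hill-fitted.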
GPT2 inh: Primary qHTS assay for inhibitors of Glutamate pyruvate transaminase 2 (GPT2) | Potency, µM (top dose mostly 57.7 µM), for inactives: at the highest dose activity change, negative = inhibition, actives largely listed as inhibitors | Alanine aminotransferase 2 (Homo sapiens), Q8TD30 | 0.25% of 100,000 active | Recombinant GPT2, coupled pyruvate oxidase/HRP Amplex Red fluorescence; also: potency is read from the fitted curve at half-maximal effect; nearly all actives have a fitted effect of over 60% in size; many of its hits are not listed in these tables
Target sequence (Q8TD30 whole entry, looked up): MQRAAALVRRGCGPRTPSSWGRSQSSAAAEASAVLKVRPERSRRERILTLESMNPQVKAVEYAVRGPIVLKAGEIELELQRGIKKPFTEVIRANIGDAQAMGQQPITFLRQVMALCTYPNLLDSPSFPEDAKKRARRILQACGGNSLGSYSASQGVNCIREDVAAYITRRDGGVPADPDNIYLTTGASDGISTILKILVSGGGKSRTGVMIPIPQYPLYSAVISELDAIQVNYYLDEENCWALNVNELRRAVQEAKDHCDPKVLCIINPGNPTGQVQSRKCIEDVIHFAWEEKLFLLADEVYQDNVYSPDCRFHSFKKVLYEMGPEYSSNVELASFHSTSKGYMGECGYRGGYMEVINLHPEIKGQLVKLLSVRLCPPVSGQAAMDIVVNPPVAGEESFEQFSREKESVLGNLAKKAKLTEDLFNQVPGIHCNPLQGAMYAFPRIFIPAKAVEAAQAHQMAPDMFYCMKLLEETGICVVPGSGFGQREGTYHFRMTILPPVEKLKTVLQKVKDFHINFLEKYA
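GPT2 10ng/uL, a-KG 250uM, L-Ala 2mM, HEPES pH7.5 + 0.0001% Tween; 30 min RT. Then Amplex mix (PO/HRP/ThPP), 30 min RT dark, fluorescence. AOA 50uM used as positive control.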
IP6K1 inhibitor: Primary qHTS assay for small molecule inhibitors of Inositol hexaphosphate kinase 1 (IP6K1). 0.81% of 140,000 active. AID 1645851, 2021. activity change, % (series mostly up to about 58 µM). Inositol hexakisphosphate kinase 1 (Homo sapiens), Q92551. IP6K1 kinase, ADP-Glo luminescence, 2 h; stronger effect = lower value; in the data active = activity change below about -25%
Target sequence (Q92551 whole entry, looked up): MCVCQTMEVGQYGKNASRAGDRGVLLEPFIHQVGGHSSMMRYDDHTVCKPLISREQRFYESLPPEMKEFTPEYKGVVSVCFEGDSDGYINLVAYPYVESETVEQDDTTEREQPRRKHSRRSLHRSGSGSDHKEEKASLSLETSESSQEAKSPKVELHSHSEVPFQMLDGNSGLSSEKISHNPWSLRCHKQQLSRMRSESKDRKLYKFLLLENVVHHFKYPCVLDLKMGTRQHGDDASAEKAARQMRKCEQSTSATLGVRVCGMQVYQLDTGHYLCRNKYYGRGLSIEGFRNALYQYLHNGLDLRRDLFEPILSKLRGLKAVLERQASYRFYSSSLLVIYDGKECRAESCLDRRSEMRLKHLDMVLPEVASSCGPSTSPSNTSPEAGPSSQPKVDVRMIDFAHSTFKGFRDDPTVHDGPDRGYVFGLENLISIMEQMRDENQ
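ADP-Glo luminescence measures ADP made by human IP6K1 during a 2 h RT reaction with ATP/IP6 (mix at 1.3 mM/130 uM); top library doses 57.5 and 19.1 uM final.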
Active calls of the source: *; i = inactive; ? = inconclusive; / = not tested or not shown; & = joins results of further samples; [ ] = remark or other dose. Unless noted, calls follow the shape of the dose curve; as a rule, active = well fitted curve in the direction sought with a large enough effect; inconclusive = small, poorly fitted or top-dose-only effect, or another doubt; inactive = no such curve, though single readings can be large; an effect the other way counts as inactive or inconclusive. Unless noted, % is scaled to controls: 0 for no effect and ±100 for the full control effect. An excerpt; rates above refer to the full screens.

structure | GPT2 inh | FLuc inh | HEK293 tox | IP6K1 inhibitor | 3T3 cytotox | SNCA expr inhib | SNCA viab count
Cc1ccc(Nc2nc3ccccc3c3nnc(C)n23)c(C)c1 | / | / | / | -3.1 | / | -6.8% | 1.3%
CC(C)[C@@H]1CC[C@@H](C)CC1=O | -3.6% | / | / | 16.5 | / | -24.9%[25.6 µM] | -33.0%[23.9 µM]
COc1ccc(CN2CCN(C(c3ccc(F)cc3)c3ccc(F)cc3)CC2)c(OC)c1OC | ? | / | / | 17.4&6.0 | / | -22.1%[25.6 µM] | ?
CCCCCCCCCCCCCCCCCC(=O)O | i | / | / | -7.1 | / | -41.0%[25.6 µM] | -2.7%[23.9 µM]
O=C(Nc1ncc(SCCN2CCCC2)s1)C1(c2ccc(S(=O)(=O)C3CC3)cc2)CC1C1CCCCC1 (stereo not given) | -0.2% | / | / | 0.2 | / | / | ?
CC[C@@H](N)CNc1ccnc(-c2cc(-c3cnn(C)c3)ccc2O)n1 | -2.0% | / | / | -3.6 | / | / | ?
Cc1ccc(NC(=O)Nc2cc(C(F)(F)F)ccc2F)cc1Nc1ccc2c(c1)NC(=O)C2=Cc1ccc[nH]1 | ? | / | / | / | / | ? | ?
COc1cc2nc(N3CCN(C(=O)COc4c(OC)cccc4C(C)C)CC3)nc(N)c2cc1OC | -0.5% | / | / | 13.3 | / | / | -24.6%
FC(F)(F)c1ccc(CNc2ccc(Cc3c[nH]c4ncccc34)cn2)cc1 | ? | / | / | -11.9 | / | / | -13.7%
COc1cccc2c1c(O)c(C(=O)N(C)c1ccc(C(F)(F)F)cc1)c(=O)n2C | ? | / | / | -2.7 | / | / | 13.4%
COc1ccc(NS(=O)(=O)c2sc3ccc(Cl)cc3c2C)cc1N1CCNCC1 | -5.2% | / | / | -0.2 | / | / | -15.5%
CNc1nc(Nc2cn(C(C)(C)C#N)nc2C)ncc1C(F)(F)F | i | / | / | -8.0 | / | / | -1.8%
C[C@H](Nc1ncnc2nc[nH]c12)c1cc2cccc(Cl)c2c(=O)n1-c1ccccc1 | i | / | / | 12.6 | / | / | -23.8%
O=C(CCCCCCC(=O)Nc1ccc(C2OC(CSc3nc(-c4ccccc4)c(-c4ccccc4)o3)CC(c3ccc(CO)cc3)O2)cc1)NO (stereo not given) | i | / | / | 1.8 | / | / | -36.0%
Cc1ccccc1Cc1c(C)nc2c(-c3ccccc3)c(C)[nH]n2c1=O | / | / | / | -18.8 | / | ? | -25.1%
Cc1cccc2nc(-c3ccccn3)c(Nc3ccccc3)n12 | / | / | / | 5.3 | / | ? | ?
COc1ccc(NC(=O)c2ccc(-c3ccc(C(N)=O)cc3C)cc2)cc1N1CCN(C)CC1 | -6.7% | / | / | 14.9 | / | / | -12.4%
COc1cccc(-c2cn(-c3ccc(CCN4CCC(O)CC4)cc3)c3ncnc(N)c23)c1 | i | / | / | -3.1 | / | / | ?
Cc1cc(C(=O)N2Cc3cnn(C)c3Nc3ccccc32)ccc1CNC(=O)N1CCN(Cc2cc(O)cc(O)c2)CC1 | i | / | / | -3.1 | / | / | -7.8%
Cn1nc(C2CCCN(C(=O)c3ccco3)C2)n(C2CCCC2)c1=O (stereo not given) | 0.9% | / | i | 5.2 | ? | -15.9% | -9.8%
COC(=O)N1CCN(Cc2cccc(NC(=O)Nc3ccc(C)nc3)c2F)CC1 | -20.4% | / | / | -11.6 | / | ? | 6.5%&-5.2%
Cc1ccc(NC(=O)Cn2c(=O)n(CCC(=O)N3CCc4ccccc4C3)c(=O)c3ccccc32)c(C)c1 | / | / | / | -7.1 | / | -19.9% | -0.1%
CN(C)C(=O)[C@H](O)[C@H](Cc1ccccc1)NC(=O)c1cc2cc(Cl)ccc2[nH]1 | -0.4%&-2.4% | / | / | 6.0 | / | ? | 4.8%&-1.9%
Cc1ccc(C(=O)N(CCCN)C(c2oc3cc(Cl)ccc3c(=O)c2Cc2ccccc2)C(C)C)cc1 (stereo not given) | i | / | / | -1.5 | / | / | 29.9µM*
C[C@H]1[C@H](/C=C/c2ccc(-c3ccccc3C#N)cn2)[C@@H]2[C@@H](C)OC(=O)[C@@H]2C[C@@H]1C | 0.2% | / | / | 14.7 | / | / | -32.6%
CC1(C)OC(=O)Nc2ccc(Br)cc21 | 2.1% | / | / | 17.3 | / | -15.3%[25.6 µM] | -23.9%[23.9 µM]
COc1ccc(OCC(=O)Nc2cc(-c3nc4ccccc4s3)ccc2C)cc1 | / | / | / | -1.3 | / | 109.9%[activator] | 1.1%
COCCOCc1nc(C2CCCN2C(=O)c2cccs2)no1 (stereo not given) | i | -2.4% | i | -1.2 | 2.9% | -11.4% | -1.2%
O=C(O)Cn1nnc(-c2cc(N3CCC(Oc4cc(F)ccc4Br)CC3)no2)n1 | -54.5% | / | / | -15.8 | / | 16.5% | 13.4%&-13.2%
Cc1cc(Nc2nc(NC(C)c3ncc(F)cn3)ncc2Cl)n[nH]1 (stereo not given) | 3.4% | / | / | -0.8 | / | / | -5.3%
C[C@@H]([C@@H](O)c1ccc(O)cc1)N1CCC(O)(c2ccccc2)CC1 | 1.6% | / | / | 11.4 | / | / | -3.2%
CC(C)(C)c1ccc(CNC(=S)NCc2ccc(NS(C)(=O)=O)c(F)c2)cc1 | ? | / | / | 9.2 | / | / | -26.2%

A draw from above in order of heavy-atom count, low to high.
structure | GPT2 inh | FLuc inh | HEK293 tox | IP6K1 inhibitor | 3T3 cytotox | SNCA expr inhib | SNCA viab count
CC1(C)OC(=O)Nc2ccc(Br)cc21 | 2.1% | / | / | 17.3 | / | -15.3%[25.6 µM] | -23.9%[23.9 µM]
O=C(O)Cn1nnc(-c2cc(N3CCC(Oc4cc(F)ccc4Br)CC3)no2)n1 | -54.5% | / | / | -15.8 | / | 16.5% | 13.4%&-13.2%
Cc1cc(C(=O)N2Cc3cnn(C)c3Nc3ccccc32)ccc1CNC(=O)N1CCN(Cc2cc(O)cc(O)c2)CC1 | i | / | / | -3.1 | / | / | -7.8%

Shown with values under each structure: entries from further up.
Results follow in this order: GPT2 inh | FLuc inh | HEK293 tox | IP6K1 inhibitor | 3T3 cytotox | SNCA expr inhib | SNCA viab count
> Cc1ccc(Nc2nc3ccccc3c3nnc(C)n23)c(C)c1
→ / | / | / | -3.1 | / | -6.8% | 1.3%
> CC(C)[C@@H]1CC[C@@H](C)CC1=O
→ -3.6% | / | / | 16.5 | / | -24.9%[25.6 µM] | -33.0%[23.9 µM]
> COc1ccc(CN2CCN(C(c3ccc(F)cc3)c3ccc(F)cc3)CC2)c(OC)c1OC
→ ? | / | / | 17.4&6.0 | / | -22.1%[25.6 µM] | ?
> CCCCCCCCCCCCCCCCCC(=O)O
→ i | / | / | -7.1 | / | -41.0%[25.6 µM] | -2.7%[23.9 µM]
> O=C(Nc1ncc(SCCN2CCCC2)s1)C1(c2ccc(S(=O)(=O)C3CC3)cc2)CC1C1CCCCC1 (stereo not given)
→ -0.2% | / | / | 0.2 | / | / | ?
> CC[C@@H](N)CNc1ccnc(-c2cc(-c3cnn(C)c3)ccc2O)n1
→ -2.0% | / | / | -3.6 | / | / | ?
> Cc1ccc(NC(=O)Nc2cc(C(F)(F)F)ccc2F)cc1Nc1ccc2c(c1)NC(=O)C2=Cc1ccc[nH]1
→ ? | / | / | / | / | ? | ?
> COc1cc2nc(N3CCN(C(=O)COc4c(OC)cccc4C(C)C)CC3)nc(N)c2cc1OC
→ -0.5% | / | / | 13.3 | / | / | -24.6%
> FC(F)(F)c1ccc(CNc2ccc(Cc3c[nH]c4ncccc34)cn2)cc1
→ ? | / | / | -11.9 | / | / | -13.7%
> COc1cccc2c1c(O)c(C(=O)N(C)c1ccc(C(F)(F)F)cc1)c(=O)n2C
→ ? | / | / | -2.7 | / | / | 13.4%
> COc1ccc(NS(=O)(=O)c2sc3ccc(Cl)cc3c2C)cc1N1CCNCC1
→ -5.2% | / | / | -0.2 | / | / | -15.5%
> CNc1nc(Nc2cn(C(C)(C)C#N)nc2C)ncc1C(F)(F)F
→ i | / | / | -8.0 | / | / | -1.8%
> C[C@H](Nc1ncnc2nc[nH]c12)c1cc2cccc(Cl)c2c(=O)n1-c1ccccc1
→ i | / | / | 12.6 | / | / | -23.8%
> O=C(CCCCCCC(=O)Nc1ccc(C2OC(CSc3nc(-c4ccccc4)c(-c4ccccc4)o3)CC(c3ccc(CO)cc3)O2)cc1)NO (stereo not given)
→ i | / | / | 1.8 | / | / | -36.0%
